# Assay outcomes deposited in PubChem by several laboratories.
# DAX1 inh-1: DAX1 (NR0B1) inhibition, primary screen; AID 652010; HEK293T StAR-luciferase reporter, SF-1/DAX-1 repression relief; inhibition, % at 6.8 µM; hit rate 1.1% among 370,000;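 active = inhibition above the mean over all tested compounds plus 3 SD, cut at about 3.6% in these data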;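 note: 0% = DAX-1 cells with DMSO and 100% = cells lacking DAX-1 with DMSO; higher inhibition means more luminescence from relief of DAX-1 repression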
# KLK7 zymogen act: proKLK7 (human) activation, primary screen | purified proKLK7, EDANS-DABCYL substrate fluorescence; 100% is mature enzyme control, 0% vehicle | hit rate 0.9% among 370,000 | activation, % at 7 µM | P49862 | AID 652039;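 active = activation above the mean of all tested compounds plus 3 SD, computed per campaign excluding outliers beyond control limits, cut at about 13% in these data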
# Target sequence (P49862 whole entry, looked up): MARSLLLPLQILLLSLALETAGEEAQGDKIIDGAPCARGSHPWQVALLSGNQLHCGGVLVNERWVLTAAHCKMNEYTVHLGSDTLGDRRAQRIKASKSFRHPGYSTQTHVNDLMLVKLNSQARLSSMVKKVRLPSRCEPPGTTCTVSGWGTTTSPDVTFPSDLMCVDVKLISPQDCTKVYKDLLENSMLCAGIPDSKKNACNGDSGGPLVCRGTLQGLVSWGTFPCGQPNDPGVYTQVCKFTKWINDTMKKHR
# GC-B act: GC-B (human) receptor activation. P20594. HEK293-GC-B cells, CNP EC30, cGMP TR-FRET; 0% at EC30 CNP, 100% saturating CNP. activation, % at 10 µM. hit rate 0.11% among 370,000. AID 1920062;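 active = activation at 10 µM reaching about 35% in either raw or pattern-adjusted values, limit read from the data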
# GC-A act: GC-A (human) enzyme activation; HEK293 GC-A cells, cGMP TR-FRET, EC30 ANP; 0% at EC30 ANP, 100% saturating ANP; activation, % at 10 µM; hit rate 0.14% among 370,000; in the data active = activation above about 40%
# ssDAF-12 act: S. stercoralis DAF-12 activation, primary screen. HEK293 ssDAF-12/GRIP1 lit1-tk-luc reporter, luminescence; % of 3 µM dafachronic acid response. AID 652126. activation, % at 6.8 µM. hit rate 1% among 370,000;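 active = activation above the mean over all tested compounds plus 3 SD, cut at about 0.9% in these data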;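 note: 0% = DMSO-only wells and 100% = 3 µM delta7-dafachronic acid wells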
# FXN GAA850 act: activators of GAA850 frataxin (FXN) promoter. activation, % at 6 µM. HEK293 lucGAA850 FXN promoter luciferase reporter, 24 h; percent of 10 µM SAHA response. hit rate 0.56% among 360,000;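 active = activation above the average of all compounds screened plus 3 SD, cutoff fixed separately per campaign, cut at about 7.5% in these data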;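 note: 0% = DMSO wells and 100% = 10 µM SAHA wells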
# sPLA2-III inh: Blocks human group III sPLA2 activity; AID 743126; QFRET BODIPY PC-A2 liposome hydrolysis, fluorescence; inhibition, % at 12.2 µM; Q9NZ20; hit rate 0.56% among 370,000;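 active = inhibition above mean plus 3 SD of compounds lying within the high and low control bounds, cut at about 19% in these data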;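 note: 0% = median of test compound wells and 100% = no enzyme DMSO wells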
# Target sequence (Q9NZ20 whole entry, looked up): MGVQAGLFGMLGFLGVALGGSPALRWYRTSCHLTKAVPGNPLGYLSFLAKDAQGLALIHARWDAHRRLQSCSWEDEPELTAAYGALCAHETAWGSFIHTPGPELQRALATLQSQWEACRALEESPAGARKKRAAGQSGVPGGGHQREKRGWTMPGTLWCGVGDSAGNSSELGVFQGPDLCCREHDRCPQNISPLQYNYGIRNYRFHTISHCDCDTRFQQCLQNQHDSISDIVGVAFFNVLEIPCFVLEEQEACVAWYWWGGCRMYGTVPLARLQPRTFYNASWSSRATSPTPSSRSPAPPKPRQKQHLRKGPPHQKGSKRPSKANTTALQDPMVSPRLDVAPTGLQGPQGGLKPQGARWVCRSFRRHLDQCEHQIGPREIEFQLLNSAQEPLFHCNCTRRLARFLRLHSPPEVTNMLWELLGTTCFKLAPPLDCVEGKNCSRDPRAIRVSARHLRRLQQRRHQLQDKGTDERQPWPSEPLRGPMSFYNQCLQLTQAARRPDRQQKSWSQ
# SMARCA2 act: activators of SMARCA2 function; activation, % at 9.1 µM; AID 652017; hit rate 1% among 370,000; MG213 cells, MMTV-luciferase reporter, dexamethasone, overnight; in the data active = activation above about 7.8%;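 note: 0% = vehicle wells and 100% = reference activator wells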
# DAX1 inh-2: inhibitors of human orphan nuclear receptor DAX1 (NR0B1); P51843; HEK293 Gal4-DAX1 luciferase reporter, luminescence; inhibition, % at 6.75 µM; hit rate 0.99% among 340,000; AID 504766;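 active = inhibition above the mean over all tested compounds plus 3 SD, cut at about 4.2% in these data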;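 note: 0% = DAX1-transfected cells with DMSO and 100% = empty-vector control cells with DMSO; inhibition shows as a rise in luminescence from relieved DAX1 repression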
# Target sequence (P51843 207-470 limits assumed): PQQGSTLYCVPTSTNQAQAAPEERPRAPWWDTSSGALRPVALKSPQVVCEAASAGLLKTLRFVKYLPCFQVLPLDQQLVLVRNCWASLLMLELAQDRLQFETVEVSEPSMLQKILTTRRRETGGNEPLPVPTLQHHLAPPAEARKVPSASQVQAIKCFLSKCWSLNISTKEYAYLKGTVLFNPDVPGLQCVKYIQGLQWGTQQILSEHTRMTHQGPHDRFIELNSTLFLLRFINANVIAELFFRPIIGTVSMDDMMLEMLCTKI
# hgDAF12 agonist: activates the H. glycines DAF-12 receptor ligand-binding domain. HEK293 GAL4-hgDAF12 UAS-luciferase reporter, agonist luminescence; normalized to butyrate control. activation, % at 6.8 µM. hit rate 1.8% among 370,000;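 active = activation above a cutoff set at the mean of all screened compounds plus 3 SD, cut at about 10% in these data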;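 note: 0% = DMSO wells and 100% = sodium butyrate wells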
# hcDAF-12 act: H. contortus DAF-12 activation, primary screen; HEK293 hcDAF-12 lit1-tk-luc reporter, luminescence; 0% DMSO, 100% Δ7-dafachronic acid; activation, % at 6.8 µM; AID 652067; hit rate 1.4% among 370,000;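 active = activation above the mean of all tested compounds plus 3 SD, cut at about 5.5% in these data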;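 note: 100% = response to 3 µM Δ7-dafachronic acid high control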
# * = called active by the depositor; nt = not tested or not shown.
SMILES,DAX1 inh-1,KLK7 zymogen act,GC-B act,GC-A act,ssDAF-12 act,FXN GAA850 act,sPLA2-III inh,SMARCA2 act,DAX1 inh-2,hgDAF12 agonist,hcDAF-12 act
O=C1CCC(C(=O)N2CCCCO2)CN1CCc1ccc(Cl)cc1 (stereo not given),-0.5,0.4,0.4,-1.2,-1.1,-1.2,8.0,-1.8,-0.2,-0.6,1.2
COc1ccccc1C(=O)NCCC(=O)NC(C)c1ccc(-n2ccnc2)cc1 (stereo not given),-2.5,0.1,2.3,-3.3,-0.7,-2.8,6.1,-2.5,0.0,-2.0,-2.1
Cc1cccnc1NC(=O)C12CCC(C)(C(=O)O1)C2(C)C (stereo not given),-0.7,0.2,4.6,6.4,-0.9,-0.5,1.6,0.3,1.6,-0.1,-1.7
Fc1ccccc1CSc1nnc(-c2cccnc2)o1,3.0,-0.3,-4.8,-1.6,-0.1,3.9,1.6,5.2,4.6*,14.5*,2.6
CCN(CC)C(=O)Cn1cc(C(=O)C(=O)N2CCN(C)CC2)c2ccccc21,1.1,-0.7,1.7,2.2,-0.2,-0.2,-3.5,-0.9,0.8,1.8,-1.0
CCSc1ncc(Cl)c(C(=O)Nc2ccc(S(=O)(=O)Nc3ncccn3)cc2)n1,1.6,0.1,-6.4,4.6,-0.2,-0.3,-0.9,0.8,0.1,1.9,-0.2
CCc1ccc2c(CSc3nnnn3C)cc(=O)oc2c1,0.3,-0.2,3.6,3.4,-1.9,2.4,-19.3,3.5,-0.8,-0.9,-0.6
O=C(COC(=O)Cc1ccccc1F)NNC(=O)c1ccc([N+](=O)[O-])cc1,0.4,0.9,7.5,0.6,-1.1,-0.2,-3.1,-1.4,-0.8,-0.8,-0.2
CCCCC(=O)N1CC(=O)Nc2ccc(F)cc2C1c1ccccc1 (stereo not given),0.2,0.8,2.0,-3.0,-0.4,0.7,1.2,1.8,-0.1,-0.4,-0.9
CS(=O)(=O)Cc1ccc(C(=O)NC2CCCc3ccccc32)cc1 (stereo not given),-0.3,0.1,0.1,-0.6,-1.2,1.4,-5.8,-1.1,0.5,-1.8,-1.7
COc1ccccc1-c1ccc2c(c1)C(C)(Cc1ccc(OC(F)(F)F)cc1)C(=O)N2 (stereo not given),-0.6,-0.1,1.9,-6.9,-1.6,5.7,-8.2,-3.8,nt,-2.7,-1.1
Cc1c(NC(=O)CN2C(=O)NC(CCc3ccccc3)C2=O)c(=O)n(-c2ccccc2)n1C (stereo not given),0.1,-0.2,-1.3,0.2,-1.3,-1.4,-0.4,2.3,-0.5,3.2,-0.2
Fc1ccc(C2CC(c3cccs3)=NN2c2ccccc2)cc1 (stereo not given),-0.5,-1.9,0.9,4.5,-1.2,5.5,3.0,3.0,-0.7,-3.2,1.1
CCCCN(C(=O)c1ccc(N2CCCC2=O)cc1)c1c(N)n(Cc2ccccc2)c(=O)[nH]c1=O,0.5,0.2,3.5,2.9,-0.8,5.8,-2.5,1.8,-0.7,-5.8,-0.9
CCCCCC(=O)c1ccc(O)cc1O,0.6,0.0,-1.4,-0.8,-1.3,1.2,-6.3,-0.4,0.4,7.6,-1.4
CC(C)CC(N)c1csc(NC(=O)Nc2ccccc2C(C)(C)C)n1 (stereo not given),-1.2,-0.3,4.5,2.2,-2.0,-3.0,16.3,-2.5,nt,1.5,-0.3
Cc1cccc(N2CCN(C(=O)c3c(C)nn(Cc4ccccc4Cl)c3C)CC2)c1C,-0.3,0.4,3.0,-1.3,-1.4,0.3,1.0,-0.6,0.3,-2.4,-1.9
O=S(=O)(Nc1cccc(Oc2cnccn2)c1)c1ccc(F)cc1,0.2,0.6,1.1,2.0,-0.8,-0.2,-0.7,-2.5,-0.3,-1.3,-0.2
Cc1cc(C)c(C#N)c(SCc2ccc(C(=O)O)cc2)n1,0.7,0.2,-1.5,1.5,-1.0,1.5,4.5,-3.5,2.3,-1.4,2.1
Sc1oc(-c2ccccc2)cc1C=Nc1ccccc1,-0.2,0.3,1.8,0.6,0.4,3.0,12.4,1.6,0.5,1.1,1.9
Cc1ccc(NC(=O)Nc2cc(S(C)(=O)=O)ccc2Cl)cc1,0.7,0.0,-1.0,3.1,-1.0,4.0,-1.3,4.7,3.4,1.6,-0.7
O=C(O)C1CC(O)CN1C(=O)c1ccco1 (stereo not given),-0.4,-0.1,3.8,0.2,-0.9,-3.5,4.1,-4.0,1.3,-1.8,-1.1
O=C(c1c[nH]c(C(=O)C(Cl)(Cl)Cl)c1)c1ccc(F)cc1F,-0.8,0.7,-4.3,-0.5,-1.1,-3.1,-39.5,-2.5,0.2,-0.3,-1.2
CCO/C=C1\N=C(c2ccc(F)cc2)OC1=O,0.3,0.2,3.3,-1.5,-1.3,2.0,0.0,-4.0,-1.2,1.0,-2.1
CCn1c(SCC(=O)Nc2ccc(Br)cn2)nnc1C1CC1,-1.0,-0.2,-4.5,0.0,-1.0,-1.3,6.7,-2.8,-0.6,-0.7,0.2
O=C1CCCC/C1=C/Nc1ccc2c(c1)OCO2,-0.2,1.5,0.5,-4.1,-1.7,-1.9,0.1,-5.9,-0.6,-6.0,-3.5
CC(C)NC(=O)Nc1cccc2c1O[C@H](CN(C)S(=O)(=O)c1ccc(F)cc1)[C@@H](C)CN([C@H](C)CO)C2=O,0.1,0.3,1.7,3.0,-1.0,-0.3,-1.3,0.3,-0.2,-2.4,-0.6
Cc1ccc(NNC2CC(=O)N(c3cccc(Cl)c3)C2=O)cc1 (stereo not given),-0.1,-0.1,-0.9,1.8,-1.2,1.2,-18.4,1.8,0.1,6.9,-0.1
COc1ccccc1N(CC(=O)NC1CCCC1)C(=O)CCCC(=O)Nc1ccccn1,0.1,-0.3,6.5,-1.9,-1.3,-0.7,7.7,-3.6,-0.7,-2.1,-2.4
Cn1c(=O)nc2n(Cc3ccccc3)c3cccc(Cl)c3cc-2c1=O,1.2,-2.5,10.9,5.9,-1.7,-4.2,1.3,1.1,1.4,-0.4,-0.8
Cc1nc(Nc2cccc(Cl)c2)c2oc3ccccc3c2n1,0.0,-71.7,4.1,24.0,-0.8,2.4,-3.1,0.3,-1.1,4.0,1.1
CN(C)c1nc(NC(C)(C)C)nc(SCC(=O)Nc2ccccc2)n1,-2.7,-0.1,8.1,0.8,-1.9,2.5,-22.6,-5.0,-1.4,-3.8,-0.4
Cc1c(NC2(C#N)CCCCC2)c(=O)n(-c2ccccc2)n1C,-0.1,0.0,3.4,-1.6,-0.5,0.5,-1.4,-1.0,-0.3,-1.9,-1.7
CCCCNC(=S)N/N=C1\C(=O)c2cccc3cccc1c23,0.5,-0.9,-5.1,-0.6,-1.2,-1.5,5.7,-2.2,-0.5,0.3,-0.5
Clc1ccc(-c2cc(COc3ccccc3)on2)cc1,1.8,0.2,-4.4,2.7,-1.2,4.4,3.9,5.0,-0.4,7.3,1.8
Cn1nc(C(=O)N2CCN(c3cccc(Cl)c3)CC2)c2c1-c1ccccc1S(=O)(=O)C2,-0.3,0.8,-2.4,1.8,-1.2,1.2,-1.3,-0.3,-0.8,4.8,-0.7
O=C(CCc1c[nH]c2ccccc12)N1CCN(S(=O)(=O)c2ccc([N+](=O)[O-])cc2)CC1,-0.1,0.2,-7.5,-1.5,-0.6,-0.7,-49.1,0.1,0.3,-1.1,0.2
CC(C)NC(=O)C(=O)NCC(c1ccc2c(c1)OCO2)N1CCOCC1 (stereo not given),0.7,-0.4,4.3,-1.9,-1.0,1.3,-5.1,1.6,0.0,-1.0,2.8
Cc1cccc(N2CCN(C(=S)Nc3ccc4nc5n(c(=O)c4c3)CCCCC5)CC2)c1C,0.5,0.6,0.5,2.7,-1.7,1.4,-2.6,-0.6,-1.5,1.7,0.3
O=C1CC(c2ccccc2)n2nc(N3C(=O)CCC3=O)nc2N1 (stereo not given),-0.4,0.6,3.3,-2.4,-0.9,1.3,1.4,0.4,0.3,-1.8,-1.0
COCCOC(=O)c1c(NC(=O)CN2CCCc3ccccc32)sc(C(N)=O)c1C,-0.5,-0.1,-3.6,-1.1,-1.2,5.6,-5.2,-0.3,1.2,-0.9,1.2
Cc1cccc(NC(=O)C2CCN(C(=O)N3CCOc4ccccc43)CC2)c1C,1.9,-0.1,1.8,-2.3,-0.5,-1.1,-5.5,1.2,-0.4,-1.8,0.2
CCOC(=O)c1nc(NCc2cccnc2)c2ccccc2n1,-0.2,-0.4,2.8,1.5,-1.2,0.1,0.4,-0.2,0.1,0.5,-0.8
O=C(CSc1n[nH]c(=O)[nH]c1=O)c1ccccc1,-0.2,0.3,-2.8,0.8,-1.3,0.5,0.3,3.8,-0.9,1.6,0.8
Cc1ccccc1CSc1nnc(-c2ccncc2)n1C,-0.2,0.0,-2.9,3.9,-0.6,2.8,0.5,-1.7,1.7,-2.6,0.8
COc1ccc(C(=O)Nc2ccc(OC)c(OC)c2)cc1,1.4,-0.4,0.4,2.8,-0.5,1.9,2.6,4.2,1.6,8.3,1.8
COC(=O)c1cc(-c2cccc3ccccc23)c(=O)n2c1CCC2,-1.0,0.0,10.6,0.4,-0.5,nt,3.0,-2.3,nt,-0.1,-1.3
O=C(COC(=O)c1ccccc1O)Nc1cccc2ccccc12,-0.4,2.7,2.5,0.3,0.2,0.1,8.8,-2.7,-0.8,0.7,0.3
Cc1cccc(C(=O)Nc2cccc(C(=O)NC3CCCC3)c2)c1,-1.0,0.0,1.8,-0.7,-1.1,0.7,-7.5,2.1,1.0,-0.5,-2.1
CCOC(=O)C1C(c2ccc(O)c(O)c2)NC(=S)NC1(O)C(F)(F)F (stereo not given),0.1,1.6,-3.8,0.4,-1.5,0.2,8.0,0.6,-1.1,4.7,-0.2
C=CCn1c(CCNC(=O)c2cccs2)nnc1SCC(=O)Nc1cccc(C(C)=O)c1,-0.5,-0.2,-1.9,-1.8,-0.8,-0.4,-1.9,-0.7,0.3,-0.9,-1.1
Cc1cc(O)c(CN2CCN(S(=O)(=O)c3cccs3)CC2)cc1C(C)C,-0.7,0.4,2.6,2.9,-0.5,-0.2,-6.0,-2.7,-1.0,1.0,-0.1
CCOc1cc(CNc2ccc(N(C)C)cc2)cc(Br)c1OCC(=O)NC(C)(C)C,0.3,-0.4,2.3,-3.2,-1.4,-0.5,6.1,-0.5,0.2,0.8,0.2
C/C(Cl)=C\Cn1c(N2CCCCCC2)nc2c1c(=O)n(C)c(=O)n2C,-0.4,0.2,-1.3,5.5,-0.8,2.5,6.9,-4.2,0.6,-1.2,-1.7

# Among those listed so far, these have a nitro group on carbon:
SMILES,DAX1 inh-1,KLK7 zymogen act,GC-B act,GC-A act,ssDAF-12 act,FXN GAA850 act,sPLA2-III inh,SMARCA2 act,DAX1 inh-2,hgDAF12 agonist,hcDAF-12 act
O=C(COC(=O)Cc1ccccc1F)NNC(=O)c1ccc([N+](=O)[O-])cc1,0.4,0.9,7.5,0.6,-1.1,-0.2,-3.1,-1.4,-0.8,-0.8,-0.2
O=C(CCc1c[nH]c2ccccc12)N1CCN(S(=O)(=O)c2ccc([N+](=O)[O-])cc2)CC1,-0.1,0.2,-7.5,-1.5,-0.6,-0.7,-49.1,0.1,0.3,-1.1,0.2

# Hits appear at their usual frequency; any-hit rate near 6.7%.
